NOD2 inhibition: NOD2 signaling inhibitors, cell-based, luminescence, uHTS, HEK293 (AID 1566); HEK293 NOD2/NF-kB luciferase reporter, luminescence; higher % means a stronger effect; one-dose inhibition, % at 4 µM; EC50 in µM for titrated hits; 0.63% of 290,000 active; further: many of its hits are not listed in these tables
KOR beta-arrestin-1: kappa opioid receptor blockers – cell-based, luminescence, uHTS (AID 1778). KOR beta-arrestin recruitment, luminescence, antagonist mode; higher % means a stronger effect. inhibition, % at 10 µM; hits with a dose series show IC50 in µM. 0.091% of 290,000 active; further: strong numbers were not always called active
Siah-1 displacement: blockers of Siah-1 interaction with plectin peptide – biochemical, fluorescence polarization, rhodamine-plectin, uHTS, primary screen (AID 1817) | Siah-1 / rhodamine-plectin peptide fluorescence polarization; higher % means a stronger effect | displacement, % at 20 µM, or IC50 in µM where a hit was titrated | 0.02% of 290,000 active;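 active means displacement of at least 50% at 20 µM, with a fluorescence ratio check between 0.3 and a set limit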;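 further: plate controls were Siah plus tracer with DMSO for no effect and tracer alone without Siah for full effect; strong numbers were not always called active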
PhoP inhibition: inhibitors of PhoP regulon expression, primary screen, Salmonella Typhimurium, GFP reporter (AID 1863). S. Typhimurium PhoP-regulated promoter GFP reporter, 4 h; higher % means a stronger effect. 0.16% of 300,000 active. inhibition, % at 50 µM, or IC50 in µM where a hit was titrated;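 active means inhibition over 29.93%, a cutoff 3 SD above the screen mean, later confirmed by dose response; inconclusive means inhibition over 29.93% but no dose response follow-up; inactive means inhibition at most 29.93% or unconfirmed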;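 further: 0% = low Mg2+ inducing control and 100% = high Mg2+ repressing control; strong numbers were not always called active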
Myeloid diff MLP: myeloid differentiation induction | ER-HoxA9 myeloid progenitors, lysozyme-GFP differentiation, flow cytometry | calls only at 10 µM | 1% of 360,000 active;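 active means normalized GFP-positive differentiation at or above the plate's own cutoff, the solvent-only control mean plus 3 SD; inconclusive means no clear call, values can overlap the other calls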;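 further: cells exposed to compound for four days before flow analysis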
LYP phosphatase: PTPN22 lymphoid phosphatase activity blockers – biochemical, fluorescence intensity, uHTS (AID 1779); recombinant LYP phosphatase, fluorescence intensity; higher % means a stronger effect; one-dose inhibition, % at 11.5 µM; IC50 in µM for titrated hits; 0.054% of 290,000 active;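 further: plate controls were vehicle with enzyme for no effect and no enzyme for full effect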
HIV fusion peptide: inhibitors of HIV fusion peptide binding, primary screen, biochemical, uHTS, fluorescence dequenching (AID 1986). 0.3% of 290,000 active. cell-free peptide binding, fluorescence dequenching, 30 min; higher % means a stronger effect. inhibition, % at 20 µM; hits with a dose series show IC50 in µM; in the data active means inhibition mostly above about 52%, no sharp cut-off; inactive means mostly below about 76%; further: some results filed as inactive read as strong as hits
NOD1 inhibition: inhibition of NOD1-driven NF-kB reporter – cell-based, luminescence, uHTS, primary screen (AID 1578); NOD1-driven NF-kB luciferase reporter cells, luminescence; higher % means a stronger effect; inhibition, % at 4 µM, or EC50 in µM where a hit was titrated; 1% of 290,000 active; in the data active means inhibition mostly above about 36%, no sharp cut-off; inactive means mostly below about 34%;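 further: HEK-293T reporter cells stimulated with the NOD1 agonist gamma-tri-DAP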
KOR beta-arrestin-2: kappa opioid receptor activators – cell-based, luminescence, uHTS, primary screen (AID 1777). 0.02% of 280,000 active. activation, % at 10 µM, or EC50 in µM where a hit was titrated. KOR beta-arrestin recruitment, luminescence; higher % means a stronger effect; in the data active means activation above about 50%, passing the limit was not always enough; further: a part of the inactive calls stands beside numbers as strong as those of hits
Myeloid diff MLP GFP+ MAC1+ %: second read-out of Myeloid diff MLP, no call of its own (marks repeat the call); GFP+ MAC1+ double positive, %; measured here: differentiation confirmed by MAC1 staining
Starred values were filed as active, the others as inactive; i = inactive; u = inconclusive; x = no result given; + = active, no number; & = joins results of further samples; [ ] = dose if it differs, or a comment. Unless noted, no stated cut-off is given here; in the data, active means inhibition above about 50%; inactive means the rest.

SMILES | NOD2 inhibition | KOR beta-arrestin-1 | Siah-1 displacement | PhoP inhibition | Myeloid diff MLP | Myeloid diff MLP GFP+ MAC1+ % | LYP phosphatase | HIV fusion peptide | NOD1 inhibition | KOR beta-arrestin-2
Nc1nc(NCC2CCCO2)nc(Nc2cccc(F)c2)c1[N+](=O)[O-] (stereo not given) | 12% | 5% | 5% | -11% | i | 1.2 | -6% | 0.5% | -4% | -0.4%
CC(C)(C)C(=O)Cn1ncc(Br)c(Br)c1=O | 26% | -5%[20 µM] | 1% | -13% | u | x | -11% | 0.3% | 27% | -11%
CCCCn1cnc2c1c(=O)[nH]c(=O)n2CCCC | 12% | -16% | -5% | -5% | i | 0.8 | -4% | 1.7% | 27% | x
O=c1cc(CO)[nH]cc1OCc1ccccc1 | 4% | 2% | 6% | 1% | i | 1.0 | -7% | -0.9% | -3% | -3.4%
Cc1c2cnn(CC(=O)Nc3c(F)c(F)cc(F)c3F)c(=O)c2c(C)n1Cc1ccccc1F | 8% | -19% | -15% | -5% | i | 0.8 | 2% | 23% | 15% | -2.9%
CC1(N2CCOCC2)CC2(O)C(=[N+]1[O-])CCc1c2no[n+]1[O-] (stereo not given) | 3% | -18% | -4% | -4% | i | 0.8 | -7% | -2.2% | -9% | -2.2%
CC1CCN(c2ccc3nnc(CCC(=O)Nc4cccc(F)c4)n3n2)CC1 | 39% | 0% | 2% | -6% | i | 2.5 | -5% | -1.3% | -2% | -4.9%
COc1ccccc1NCC(=O)N/N=C(\C)c1ccc(Br)s1 | 4% | -3% | 0% | 22% | i | 0.8 | 0% | 2.2% | -22% | 0.9%
Cc1ccc(OCc2ccc(C(=O)Nc3ccc(S(N)(=O)=O)cc3)o2)cc1 | -6% | -28% | 5% | 2% | i | 0.3 | -5% | 0.0% | -45% | -0.3%
COc1cc2c(cc1C1C(C#N)=C(N)OC3=C1C(=O)CC(C)(C)C3)OCO2 (stereo not given) | -4% | -34%[20 µM] | 0% | 10% | i | 0.3 | -12% | -2.1% | 34% | 2.5%
CC(C)Sc1nc2sc3c(c2c2nnc(SCC(=O)NCc4ccco4)n12)CCCC3 | 21% | 4% | 11% | 2% | i | 1.4 | 14% | 11% | 21% | -1.3%
Cc1ccc(NC(=O)C2C3C=CC4(O3)C2C(=O)N(CCCN2CCCCC2)C4C(=O)NC2CCCCC2)cc1Cl (stereo not given) | 13% | -44% | 3% | 8% | i | 4.8 | -13% | -0.2% | -26% | 7.8%
COc1ccc(/C=c2\s/c(=C(/C#N)C(=O)NCc3ccco3)n(-c3ccccc3)c2=O)cc1 | 12% | -8% | 21% | 28% | i | 0.4 | 4% | 17% | -13% | 19%
COc1ccc(-c2noc(-c3ccccc3C(=O)Nc3cccnc3)n2)cc1 | -9% | 26% | 0% | 3% | i | 1.6 | 1% | -0.7% | -16% | -1.0%
O=C(C1CC1)N1N=C(c2ccc(Cl)cc2)CC1(O)C(F)(F)F (stereo not given) | -12% | 0% | -1% | 6% | i | 1.7 | -3% | -0.6% | -12% | 4.4%
CC(=O)/C(C[N+]1(C)CCCCC1)=N\O | 12% | 11% | 5% | -3% | i | 1.2 | -2% | -0.2% | -2% | -5.5%
COc1cccc(/C=C/C(=O)OC(C)C(=O)Nc2c(C)n(C)n(-c3ccccc3)c2=O)c1 (stereo not given) | 14% | -24% | 3% | -2% | i | 0.4 | -5% | -2.4% | -15% | -2.9%
CCOC(=O)C1CCCN(C(=O)c2csc(-c3ccc4c(c3)CCO4)n2)C1 (stereo not given) | 13% | 22% | 14% | 4% | i | 0.4 | -2% | -2.4% | -3% | -0.3%
CCSc1nc2ccccc2[nH]1 | 11%&9% | 12%&-20% | -6%&2% | 18%&-2% | i | 9.1&1.0 | -6%&-1% | -0.3%&0.8% | 27%&-8% | 2.6%&5.5%
COc1ccc(Br)cc1CNC(=O)C1CCN(S(=O)(=O)N2CCCCC2)CC1 | 6% | -42% | -2% | 5% | i | 7.2 | -6% | -0.5% | 35% | -1.0%
Cc1cc(CNCc2c(C(=O)N3CCCCCCC3)nc3ccc(Cl)cn23)nn1C | -8% | -8%[20 µM] | 3% | -7% | i | 0.4 | -6% | -0.4% | -34% | x
COc1ccc(CC(=O)Nc2ccc3c(c2)OCO3)cc1S(=O)(=O)N1CCOCC1 | 7% | -24% | 5% | 9% | i | 1.0 | -4% | 13% | -12% | 3.1%
CNc1sc(C(=O)c2cccs2)c(N)c1-c1nc2ccccc2s1 | -8% | -5% | -1% | -12% | i | 1.2 | -4% | -2.4% | -4% | 10%
CC(C)C(=O)N1N=C(c2ccc(NS(C)(=O)=O)cc2)CC1c1cccs1 (stereo not given) | 13% | 22% | 20% | 12% | i | 1.2 | 2% | -1.6% | -19% | 8.5%
CC(C)OC(=O)c1cc(C(=O)c2cc(F)ccc2O)coc1=N | 20% | -7% | 0% | 6% | + | 11* | -7% | 1.0% | -1% | -3.8%
COc1cc(C(=O)NCC(c2cccnc2)N2CCN(c3ccccc3)CC2)cc(OC)c1OC (stereo not given) | 9% | 36% | 6% | -5% | i | 3.5 | -4% | -2.2% | -22% | -4.8%
CN(C)C(CNc1ncnc2sccc12)c1cccs1 (stereo not given) | 4% | 13% | -4% | -5% | i | 1.5 | -2% | 0.5% | -9% | -0.3%
COc1ccnc(CSC(N)=Nc2cccc(C(F)(F)F)c2)c1 | 12% | -12% | -1% | -5% | i | 1.4 | -3% | 1.6% | -22% | 0.1%
CCCOc1ccc2nc(C)c(CCC)c(SC(=N)N)c2c1 | 20% | 9% | 10% | -6% | i | 0.9 | -2% | 0.6% | -7% | 4.2%
CC1(C)CC(=O)C/C(=N/NC(=O)C2CCN(S(=O)(=O)c3cccs3)CC2)C1 | 21% | -45% | -8% | -14% | i | 0.6 | -3% | -1.1% | 36% | -0.1%
Cc1nc2nc(COc3ccccc3)[nH]n2c(=O)c1Cc1ccccc1 | -4% | -23% | -2% | 4% | i | 1.2 | 0% | 6.3% | 6% | -5.6%
Cc1ccc(-n2c(=S)[nH]c3[nH]ncc3c2=O)cc1 | 20% | 7% | 6% | -2% | i | 0.0 | -2% | -2.2% | -15% | 0.9%
O=C(COc1ccc(S(=O)(=O)N2CCCCC2)cc1)N1CCOCC1 | 2% | 1% | 6% | 4% | i | 0.6 | -4% | 0.7% | -31% | 4.8%
CC(=O)Nc1sc2c(c1C(c1cccs1)N1CCOCC1)CCCC2 (stereo not given) | 5% | 9% | -1% | -3% | x | x | 3% | -0.4% | 8% | -1.4%
O=C(CN1CCc2cc3c(cc2C1)OCCCO3)Nc1cccc(Br)c1 | -1% | -16% | 3% | -5% | i | 0.8 | -9% | -0.5% | -144% | 0.1%
CC(C)CCNC(=O)C(NS(=O)(=O)c1ccc2c(c1)c(=O)n(C)c(=O)n2C)c1ccccc1 (stereo not given) | -4% | -46% | 1% | 8% | i | 1.4 | -6% | -0.4% | 14% | -7.8%
O=C(CCCC(=O)OCC1CCCO1)OCC1CCCO1 (stereo not given) | 6% | 10% | -1% | -13% | x | x | -8% | 0.1% | -29% | -4.1%
CCc1ccc(NC(=S)N2CCNC(=O)C2CC(=O)OC)cc1 (stereo not given) | 4% | -2% | 5% | 0% | i | 0.4 | -1% | -1.8% | -12% | -4.8%
COc1ccc(NC(=O)Oc2cc(C)ccc2C(C)C)cc1 | 4% | 12% | 10% | -1% | i | 0.2 | -8% | -0.8% | -3% | -0.9%
CCOC(=O)c1ccc2[nH]c(C)c(CCC(C)=O)c(=O)c2c1 | 2% | 9% | 0% | -4% | i | 4.8 | -8% | -0.8% | -14% | -7.3%
CCCCn1c(=O)c(CCC(=O)O)nc2ccccc21 | 12% | -57% | 0% | -2% | i | 0.3 | -7% | 0.9% | 4% | 1.5%
Cc1nc2ccc(NC(=O)c3ccccc3)cc2s1 | -85% | -61%[20 µM] | -5% | 0% | i | 0.2 | -11% | -0.7% | -40% | 0.4%
CC(=O)N1C2CCCCC2S[C@H]2CCCCC21 (stereo not given in full) | 6% | 8% | 4% | -9% | i | 0.7 | -8% | 0.1% | -1% | 1.6%
CCOC(=O)CSc1ccc(-c2nc3cc(C)c(C)cc3[nH]2)cn1 | -105% | -31% | -4% | 16% | i | 0.2 | -4% | 2.4% | -40% | 4.2%
CCOc1ccc(NC(=O)c2ccccc2O)cc1 | -94% | 12% | 1% | 0% | i | 1.4 | -5% | -1.7% | -52% | -6.6%
COC(=O)CNC(=O)C(Cc1c[nH]c2ccccc12)NC(=O)Oc1ccccc1 (stereo not given) | 12% | 18% | 4% | -5% | i | 0.6 | -3% | -0.1% | 1% | 3.0%
O=C1NC(=O)/C(=C/c2ccc(N3CCOCC3)o2)N1 | -14% | 5% | 1% | -11% | i | 0.7 | 3% | -0.6% | -9% | -2.4%
O=C(NC1CCCc2ccccc21)c1ccccn1 (stereo not given) | 8% | -52% | 0% | -6% | x | x | -11% | -0.5% | -2% | 9.9%
COc1ccccc1NC(=O)C1CCN(C(=O)c2ccco2)CC1 | 10% | 18% | 8% | -2% | i | 0.4 | -11% | -0.7% | -3% | -3.4%
CC1(C)Cc2c(c(N3CCOCC3)nc3sc4c(=O)[nH]cnc4c23)CS1 | 17% | -16% | -1% | -10% | i | 1.5 | -4% | 0.4% | -23% | -0.9%
O=C(Nc1ccccc1)c1ccccc1NS(=O)(=O)c1ccc(Cl)s1 | 7% | 4% | -7% | -7% | i | 1.4 | -4% | 28% | -11% | 0.2%
CCOC(=O)c1ccc(NC(=O)COc2cc(=O)n(CC)c3ccccc23)cc1 | 4% | -15% | -4% | 2% | i | 1.0 | 1% | 0.1% | -18% | 5.9%
O=C(Nc1cc(=O)[nH]c2nc(-c3ccccc3)nn12)c1ccccc1Cl | -29% | -20% | 20% | -9% | i | 0.5 | -6% | 3.6% | 1% | x
Cc1nn(C)c(Sc2ccccn2)c1[N+](=O)[O-] | 1% | 18% | 9% | 2% | i | 1.4 | -9% | 0.9% | -4% | -1.7%
CCOc1ccc2[nH]c(=O)c(CN(CCN3CCCC3)C(=S)Nc3ccccc3OC)cc2c1 | 33% | -41%[20 µM] | 0% | -3% | i | 0.1 | -3% | -1.7% | -4% | x

Three entries picked at random from those above:
SMILES | NOD2 inhibition | KOR beta-arrestin-1 | Siah-1 displacement | PhoP inhibition | Myeloid diff MLP | Myeloid diff MLP GFP+ MAC1+ % | LYP phosphatase | HIV fusion peptide | NOD1 inhibition | KOR beta-arrestin-2
O=C(Nc1ccccc1)c1ccccc1NS(=O)(=O)c1ccc(Cl)s1 | 7% | 4% | -7% | -7% | i | 1.4 | -4% | 28% | -11% | 0.2%
Cc1nn(C)c(Sc2ccccn2)c1[N+](=O)[O-] | 1% | 18% | 9% | 2% | i | 1.4 | -9% | 0.9% | -4% | -1.7%
CCCCn1c(=O)c(CCC(=O)O)nc2ccccc21 | 12% | -57% | 0% | -2% | i | 0.3 | -7% | 0.9% | 4% | 1.5%

The list is partial. The share of hits here may be higher or lower than overall.
